CatL inh: inhibitors of human cathepsin L, biochemical; Procathepsin L (Homo sapiens), P07711; AID 460, 2006; purified cathepsin L, fluorogenic substrate, fluorescence; inhibition, %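 (tested at 10 µM)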; actives 0.17% (n = 58,000); in the data active = inhibition above about 45%;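 note: 0% = enzyme with no compound and 100% = no enzyme blank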
FXIa mix inh: FXIa protease inhibitors in compound pools, primary screen, biochemical, 10-compound mixtures | actives 0.19% (n = 62,000) | purified FXIa, fluorogenic substrate, pooled mixtures | AID 680, 2007 | inhibition, % at 5 µM | Coagulation factor XI (Homo sapiens), P03951;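 note: each value is inhibition by a whole ten-compound pool holding the compound; 0% = enzyme with no mixture and 100% = wells lacking enzyme; strong numbers were not always called active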
Target sequence (P03951 19-387 limits assumed): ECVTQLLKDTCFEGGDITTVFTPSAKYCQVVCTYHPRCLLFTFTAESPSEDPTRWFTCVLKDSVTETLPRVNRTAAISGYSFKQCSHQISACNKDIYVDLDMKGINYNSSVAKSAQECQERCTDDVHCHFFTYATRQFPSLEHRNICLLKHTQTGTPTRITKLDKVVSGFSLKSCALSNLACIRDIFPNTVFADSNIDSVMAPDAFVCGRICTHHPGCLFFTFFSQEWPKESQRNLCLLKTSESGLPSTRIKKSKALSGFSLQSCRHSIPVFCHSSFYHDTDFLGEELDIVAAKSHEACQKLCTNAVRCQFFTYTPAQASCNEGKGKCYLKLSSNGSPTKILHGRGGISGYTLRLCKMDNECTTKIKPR
Target sequence (P03951 388-625 limits assumed): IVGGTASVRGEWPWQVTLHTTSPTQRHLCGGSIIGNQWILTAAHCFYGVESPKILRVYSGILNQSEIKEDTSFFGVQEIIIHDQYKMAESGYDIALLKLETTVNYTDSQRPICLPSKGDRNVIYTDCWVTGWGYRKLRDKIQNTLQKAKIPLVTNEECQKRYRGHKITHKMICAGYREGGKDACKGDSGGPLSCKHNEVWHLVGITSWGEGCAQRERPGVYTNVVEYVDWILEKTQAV
FXIIa mix inh: human factor XIIa inhibitors, primary screen, biochemical, pooled compound mixtures, fluorogenic substrate; purified FXIIa; actives 0.2% (n = 62,000); inhibition, % at 5 µM; Coagulation factor XII (Homo sapiens), P00748;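 note: 0% = enzyme without compound and 100% = no enzyme blank; some results filed as inactive read as strong as hits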
HTR1A agonist: human 5-HT1a receptor agonists, primary screen, cell-based, CHO, Ga15 NFAT-bla reporter; CHO 5-HT1a Ga15 NFAT-bla reporter, FRET ratio; 0% basal, 100% maximal reference agonist; activation, % at 10 µM; actives 0.56% (n = 65,000); AID 567, 2006;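 active = activation above the screen-wide mean activation plus 3 SD, cut at about 19% in these data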;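 note: 0% = DMSO wells and 100% = 5-CT at EC100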
Target sequence (P08908 whole entry, looked up): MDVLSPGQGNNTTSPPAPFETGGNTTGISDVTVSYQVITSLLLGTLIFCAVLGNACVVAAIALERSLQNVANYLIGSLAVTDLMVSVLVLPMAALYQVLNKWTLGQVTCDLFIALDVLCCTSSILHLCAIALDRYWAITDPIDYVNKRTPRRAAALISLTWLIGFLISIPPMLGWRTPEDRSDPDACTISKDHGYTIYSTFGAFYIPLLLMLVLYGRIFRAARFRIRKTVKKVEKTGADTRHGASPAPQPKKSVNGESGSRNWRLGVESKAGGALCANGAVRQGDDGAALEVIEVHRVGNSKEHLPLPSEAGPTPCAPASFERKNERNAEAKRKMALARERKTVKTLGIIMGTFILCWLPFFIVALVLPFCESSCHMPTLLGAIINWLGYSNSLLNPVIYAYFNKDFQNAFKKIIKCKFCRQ
CatG inh: human cathepsin G inhibitors, primary screen, biochemical, pooled compound mixtures, AMC fluorescence | inhibition, % at 5 µM (by protocol) | actives 0.2% (n = 62,000) | AID 581, 2007 | purified enzyme, AMC-tetrapeptide fluorescence;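 active = inhibition above 20% in each of the two mixture wells holding the compound; inactive = inhibition of 20% or less in either well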;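 note: 0% = enzyme control without mixture and 100% = blank lacking enzyme; strong numbers were not always called active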
Hsp90 block: tumor Hsp90 inhibitors, primary screen, cell lysate, fluorescence polarization, NCI-N417 lysate; Heat shock protein HSP 90-alpha (Homo sapiens), P07900; AID 429, 2006; Cy3B-geldanamycin FP displacement; inhibition, % at 30 µM; actives 0.35% (n = 64,000);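 active = inhibition above 50%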;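 note: 0% = tracer plus lysate wells and 100% = tracer alone without lysate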
C1s block: complement C1s protease inhibitors, primary screen, biochemical, 10-compound mixtures; Complement C1s subcomponent (Homo sapiens), P09871; purified C1s, fluorogenic AMC substrate, pooled mixtures; mean inhibition % of two 10-compound mixtures (hits give high values), % at 5 µM (by protocol); actives 0.16% (n = 62,000); AID 538, 2006;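 active = inhibition above 20% in each of the two 10-compound mixture wells holding the compound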;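 note: 0% = enzyme wells lacking compound mixture and 100% = no-enzyme blank wells; some compounds called inactive have numbers as strong as hits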
DUSP1 inh: MKP-1 phosphatase inhibitors, primary screen, biochemical, in vitro | recombinant MKP-1, OMFP hydrolysis fluorescence | Dual specificity protein phosphatase 1 (Homo sapiens), P28562 | inhibition, %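 (compounds tested at a single concentration somewhere between 10 and 100 µM)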 | AID 374, 2006 | actives 0.15% (n = 65,000);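 active = inhibition above about 50%, limit read from the data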;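 note: 0% = DMSO max control wells and 100% = wells with enzyme stopped by NaOH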
Cdc25B inh: inhibitors of Cdc25B phosphatase catalytic domain, primary screen, biochemical, OMFP fluorescence; actives 0.1% (n = 65,000); recombinant Cdc25B, OMFP fluorescence Ex485/Em525; inhibition, %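 (compounds tested at 10 µM final in the well)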; AID 368, 2006; M-phase inducer phosphatase 2 (Homo sapiens), P30305; in the data active = inhibition above about 50%
Starred values were filed as active, the others as inactive; nt = not tested or not shown. Cut-off read from the data, not from the text of the source, unless noted: active = inhibition above about 20% (passing the limit was not always enough); inactive = the rest.

Every second line gives: CatL inh, FXIa mix inh, FXIIa mix inh, HTR1A agonist, CatG inh, Hsp90 block, C1s block, DUSP1 inh, Cdc25B inh
OCCSc1c(F)c(SCCO)c(SCCO)c(F)c1SCCO
 : -8.9, 4.3, 1.8, -3.9, -5.5, -4.1, 1.5, 4.4, -3.4
O=C(O)c1cccc(S(=O)(=O)N2Cc3ccccc3C2)c1
 : nt, nt, nt, -1.3, nt, 0.5, nt, 7.9, -12.2
O=C(Nc1ccc(Cn2nnc3ccccc32)cc1)c1ccco1
 : 10.1, 3.7, 11.2, -0.4, 6.7, -3.6, 10.9, 4.2, -3.8
CCOC(=O)c1cc2n(n1)C(C(F)(F)F)CC(C)N2 (configuration not stated)
 : 1.3, 8.8, -4.0, -2.8, 2.9, -5.0, 3.5, 4.2, 5.9
Cn1c(C(=O)OCC(=O)NCC2CCCO2)cc2sccc21 (configuration not stated)
 : -1.2, -8.3, 1.9, 0.3, -9.8, -0.1, -136.1, -8.1, -10.4
c1ccc(-c2noc(CSc3nc4ccccc4o3)n2)cc1
 : -2.3, 5.4, 5.8, -3.5, -1.6, 1.3, 10.8, 6.0, -1.4
Cc1ccc(S(=O)(=O)NC(C)(C)CSc2nncn2N)cc1
 : nt, 14.9, 5.1, -1.8, 13.1, 0.3, 8.5, -1.0, -4.4
COc1cccc(C(=O)CSc2nc3ccccc3n2CC(=O)N2CCOCC2)c1
 : -0.6, -0.2, 6.6, -0.6, 10.2, -3.1, 3.1, 7.3, -15.7
Cc1cc(C)cc(OCc2nnc(SCC(=O)N3CCN(c4ccccc4)CC3)o2)c1
 : 7.7, 8.4, 9.5, -4.0, 3.8, 2.2, 1.3, 10.4, -8.3
O=C(N1CCOCC1)N1c2ccccc2CC(N2CCOCC2)c2ccccc21 (configuration not stated)
 : nt, 7.8, -1.4, -2.6, 7.8, 1.1, 23.6, 7.8, -11.7
Cc1cc(NCCN2CCOCC2)n2ncc(-c3ccccc3)c2n1
 : 17.8, 0.8, 5.5, 2.2, -2.5, -1.2, -3.2, -6.0, 10.8
CCn1nnnc1NCc1ccc(N2CCCC2)cc1
 : -1.2, 3.0, -9.5, 2.0, -4.5, -16.9, -1.5, 13.6, -6.1
CCOC(=O)c1ccccc1NC(=O)CCNC(=O)Cn1cnc2ccccc2c1=O
 : 3.2, 0.5, 5.9, -3.7, 8.8, -0.1, 3.5, 3.6, 6.7
CC(C)(C)C1=C[C@@H](CO)C[C@@H](CO)C1
 : 13.0, 6.0, 0.9, 0.1, 9.0, 1.4, -10.8, -17.0, -9.0
CN1CCN(c2nc3c(c(=O)n(C)c(=O)n3C)n2Cc2cccc3ccccc23)CC1
 : 21.1, 0.2, 10.1, 1.4, 14.9, -5.4, -3.1, -1.0, -0.2
CCOC(=O)C1CCCN(c2ncnc3c2oc2ccccc23)C1 (configuration not stated)
 : 2.5, -6.9, -17.9, 2.5, -11.0, 0.7, -48.8, -21.2, -5.6
CC1CCN(C(=O)Cn2c(=O)n(CCc3ccccc3)c(=O)c3ccccc32)CC1
 : -9.4, -2.1, 10.2, 0.2, -5.6, -1.1, -20.9, 14.7, 0.4
c1nc(N2CCCCCC2)c2[nH]cnc2n1
 : 3.6, 6.8, -5.7, 1.0, 9.9, 16.4, 8.5, -2.5, -7.1
COc1ccccc1CNS(=O)(=O)c1ccc(NC(C)=O)cc1
 : 12.4, 4.5, 1.4, -0.8, 9.9, -0.5, 34.9, 2.8, -10.1
COc1ccc(N2CCN(C(=O)c3cccc(Cn4cc(Cl)cn4)c3)CC2)cc1
 : nt, nt, nt, 1.2, nt, 1.9, nt, 9.2, -10.0
COC(=O)c1nnn(CC(=O)Nc2cc(Cl)ccc2C)c1C(=O)OC
 : nt, -2.9, -1.7, -1.4, 12.4, -0.5, 2.1, -1.0, 2.8
CCCCOCCCNC(=O)c1c(-c2ccccc2)noc1C
 : 10.2, 1.4, 2.9, -1.3, 0.3, 0.2, 2.4, 3.8, -5.2
O=C(c1ccco1)N1CCN(S(=O)(=O)c2ccc3c(c2)CCN3C(=O)C2CCC2)CC1
 : 2.1, -4.2, 4.8, -1.7, -10.9, -4.6, -8.0, -0.1, -4.2
Cc1cc(C)c(S(=O)(=O)N2CCN(C)CC2)c(C)c1
 : -1.7, 2.1, 12.2, -2.6, -6.2, -2.6, -0.8, 5.8, -2.4
COCCN1C(=O)c2ccccc2C(C(=O)NCCCN2CCCC2)C1c1c[nH]c2ccccc12 (configuration not stated)
 : -2.4, 37.0*, 7.6, -1.4, 4.6, 1.9, 2.9, -18.8, -9.4
COc1cccc(OC)c1-c1nn2c(-c3cc(-c4ccccc4)n[nH]3)nnc2s1
 : 5.7, 4.7, -17.3, -4.4, 11.6, 0.5, 12.6, 33.0, -0.2
COc1cc(C2C(C(N)=O)=C(C)Nc3nc(CCCO)nn32)cc(OC)c1OC (configuration not stated)
 : -8.6, 9.1, 4.7, -1.7, 9.5, -2.1, 13.1, -4.4, -9.7
C=CCn1c(SC2CCOC2=O)nc2scc(C3CC3)c2c1=O (configuration not stated)
 : nt, 6.7, -0.6, -0.5, 2.6, -2.4, 10.1, 0.5, -5.6
O=C(c1ccc(Cl)cc1)N1CCCOC1
 : -2.1, 2.1, 0.8, -3.4, -1.1, 4.0, -33.9, 10.3, -11.9
CSc1nc(NC(C)C)nc(N2CCOCC2)n1
 : 13.9, 7.2, 9.9, 1.1, 11.2, -1.5, 10.6, -0.1, -2.8
COc1cc(C(=O)Nc2nc3ccccc3[nH]2)cc(OC)c1OC
 : 10.0, 6.0, 9.3, -0.9, -3.1, -0.2, -43.5, -6.5, -3.0
O=C(C1CCN(S(=O)(=O)c2cccs2)CC1)N1CCc2ccccc2C1
 : -2.0, 0.7, -4.3, 0.4, -4.7, -2.0, -8.4, 0.6, -13.9
COC(=O)c1[nH]c2cccc(OC)c2c1NC(=O)CCN1CC(C)CC(C)C1 (configuration not stated)
 : -31.9, 3.7, 7.6, -1.5, 3.3, -5.4, -10.4, -13.4, 9.3
COc1ccccc1N1CCN(C(=O)c2cccc(N3C(=O)NC4CC3(C)Oc3ccccc34)c2)CC1 (configuration not stated)
 : 0.0, 5.4, -17.2, -0.6, -2.0, -0.4, -17.0, 40.2, -4.9
O=S(=O)(Nc1nc2ccccc2nc1NCC1CCCO1)c1cccs1 (configuration not stated)
 : -32.7, -4.0, 2.9, 1.0, -13.7, -2.0, -33.5, -5.5, 2.3
CCOC(=O)CNC(=O)CSc1ncnc2c1cnn2-c1ccc(OC)cc1
 : 12.4, 4.1, 7.9, 0.6, 9.7, 1.8, -15.0, -5.2, -2.4
Cc1oc(-c2ccc(Cl)cc2)cc1-c1nn2c(-c3ccco3)nnc2s1
 : 3.8, 4.5, -15.1, -0.9, 7.0, nt, -3.0, 29.9, 9.7
Cc1ccc(-c2cc(C(F)(F)F)n3nc(C(=O)N4CCCC4)cc3n2)cc1
 : -2.3, 0.2, 12.7, 2.6, 5.7, -5.7, 0.6, 2.4, -21.0
COc1cccc(OCC(O)CN(CCO)Cc2ccccc2)c1 (configuration not stated)
 : 17.2, -4.5, 2.3, 0.3, 0.2, -2.5, -10.7, 2.2, -9.4
COc1ccc(OC)c(C(=O)COC(=O)c2c(OC)cccc2OC)c1
 : -5.0, 31.6, 6.5, -2.2, 17.6, -4.5, -9.9, 8.2, -9.6
O=C(Cn1nnc2ccccc2c1=O)N1CCCc2ccccc21
 : nt, 11.0, -15.3, -2.9, -1.3, -1.1, 0.6, 10.1, 26.1
CC(=O)Nc1ccc(Nc2ncnc3c2cnn3-c2cccc(C)c2)cc1
 : -8.0, -6.1, 5.7, -3.3, 0.6, -2.9, -60.0, 2.4, -3.7
COc1ccc(Cn2nnnc2C(C(C)C)N(Cc2ccco2)Cc2cccs2)cc1 (configuration not stated)
 : -13.9, 6.9, -4.9, -3.0, -2.3, 3.5, -3.4, 10.8, -14.1
CCOC(=O)CCn1cc(F)c(=O)n(Cc2ccccc2)c1=O
 : -12.0, -0.5, 2.9, -1.1, 24.3, -1.5, 10.6, 6.7, -4.8
CCCn1nnnc1SCC(=O)NCc1ccccc1
 : nt, 3.8, 7.1, -1.6, 9.7, -1.3, 14.7, 11.1, -18.1
CC(=O)Nc1ccc(Cc2ccncc2)cc1
 : 15.2, 19.0, 0.8, 1.7, 12.2, -1.4, 25.6, -10.8, 9.2
c1ccc(-c2ccccc2OCCn2cncn2)cc1
 : 30.7, 5.1, -23.4, -3.6, -10.0, -2.1, 0.9, -6.8, -12.3
CCCCCOc1ccc(Cl)cc1CN1CCOCC1
 : 2.2, 3.2, -1.8, 4.2, -0.7, -8.3, -44.3, -13.7, 8.1
Brc1ccc(-c2nc(-c3ccccc3)no2)o1
 : 7.4, -19.1, -11.1, -2.8, -9.2, 0.1, -134.1, 5.2, -21.1
Clc1ccc2nc(N3CCNCC3)nc(-c3ccccc3)c2c1
 : -24.0, nt, nt, 54.7*, nt, -2.1, nt, -7.9, 21.3
O=C1C2CCCN2C(c2ccccc2F)N1c1cccc(Cl)c1 (configuration not stated)
 : 0.1, 3.4, 7.1, -1.3, -2.9, -3.6, -9.5, 1.3, -16.7
Cc1nn(C)cc1CNC(=O)Nc1ccc(Br)cc1Cl
 : 20.0, 7.5, -2.2, 1.6, -0.9, -0.8, 0.7, 12.9, -6.4
C=CCn1c(CCC(=O)O)ccc1-c1ccc(OC)cc1
 : -0.6, -2.5, 4.8, -0.9, -2.8, 0.6, -37.5, 23.1, -4.2
COc1ccc(OC)c(C2C(C(=O)Nc3cccnc3)=C(C)NC3=C2C(=O)CCC3)c1 (configuration not stated)
 : -8.6, 3.8, 6.1, 1.4, 10.8, -2.1, 8.8, -10.6, -7.6
CS(=O)(=O)c1ccc(Cl)c(C(=O)O)c1
 : 1.6, -0.8, -0.8, 0.0, 6.7, 0.9, -3.0, -5.2, -10.4
O=C(NCCN1CCOCC1)c1cc(-c2ccco2)on1
 : -0.8, 6.1, 0.9, -2.2, 7.8, 2.4, 12.5, 9.7, 3.3
C=CCOC(=O)CCC(=O)Nc1cccc2ccccc12
 : nt, 1.6, 0.7, -1.1, -4.5, 1.7, -41.9, 0.2, 1.2
Brc1ccc(-c2nn3c(-c4ccco4)nnc3s2)o1
 : 10.4, 6.4, -0.3, -3.3, 10.7, -1.1, 17.0, -15.6, -6.8
O=C(c1cccnc1)N1C2CCC1CC(O)(c1ccc(F)cc1)C2 (configuration not stated)
 : 1.7, 6.1, 8.0, -0.6, -2.3, -1.8, -8.2, -17.9, -4.0
O=C(Cn1ncc2c(=O)oc3ccccc3c21)NCC1CCCO1 (configuration not stated)
 : -11.1, 5.0, 2.0, -2.2, -0.4, -4.7, 6.1, 5.3, -1.1

Next section.
Every second line gives: CatL inh, FXIa mix inh, FXIIa mix inh, HTR1A agonist, CatG inh, Hsp90 block, C1s block, DUSP1 inh, Cdc25B inh
CC(=O)c1cc(-c2ccccc2)n(CCC(=O)NCc2cccs2)c1C
 : 8.2, 0.3, -16.5, 0.1, -0.5, -1.6, -28.3, 16.4, 7.4
COc1ccc(-c2nnc(SCC(=O)N3CCCCC3)o2)c(OC)c1
 : 7.5, 0.1, -14.4, -0.3, 2.7, -2.9, -13.5, 25.8, 2.6
COc1ccc(-c2cc(N)n(CCC#N)n2)c(OC)c1
 : 3.3, 2.8, 4.8, -1.5, 2.8, -1.6, -9.8, 31.2, 13.6
O=C1CC(SCc2nc3ccccc3[nH]2)C(=O)N1c1ccc(F)cc1 (configuration not stated)
 : 4.3, 7.7, 8.5, -5.1, 10.9, -3.8, 9.6, -7.5, -2.6

Screening results: PubChem, several laboratories
